BB579 growth dn = chemicals that inhibit yeast BB579 growth in restrictive medium (lifespan-shortening candidates); AID 804; 0.51% of 140,000 active; inhibition, % at 10 µM; S. cerevisiae BB579 growth, OD615, 48 h;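 active = inhibition above a set limit, 3 SD over the mean compound inhibition, cut at about 44% in these data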; note: inactives centre near -24
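controls = amphotericin B 10 µg/mL, positive | assay system = DeaD yeast strain BB579 | schedule = 48 h compound exposure at 30 °C after 4 h preincubation | detection = OD615 turbidity measurement | medium = restrictive CSMM-D medium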
MRP-1 activ = MRP-1 activation; H69AR cells + doxorubicin, viability rescue, CellTiter-Glo; viability increase, % at 10 µM; 0.61% of 140,000 active; AID 799;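 active = viability gain under doxorubicin at or above a set limit, the compound median plus 3 SD, cut at about 4.7% in these data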;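 note: MRP-1 overexpressing cells given doxorubicin 25 µM after compound pretreatment; 18-22 h compound pretreatment then 72 h with doxorubicin before readout; 0% = doxorubicin-only wells and 100% = vehicle-treated cells without doxorubicin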
HCT116 PTEN-null = growth suppressors of cells with PTEN tumor suppressor deletion | 1.2% of 140,000 active | HCT116 PTEN-null viability, CellTiter-Glo, 60 h; stronger effect = lower value | viability, % at 10 µM;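 active = viability at or below a set limit, 4 SD under the median of all tested compounds, cut at about 3.7% in these data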;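 note: PTEN knockout HCT116 line with beta catenin targeted HCT116 as companion control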
HCT116 bCat-KO = beta-catenin-lacking colon tumor cell growth suppression; HCT116 beta-catenin knockout viability, CellTiter-Glo, 60 h; stronger effect = lower value; viability, % at 10 µM; 1.5% of 140,000 active; AID 818;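 active = viability at or under a set limit, the compound median less 4 SD, cut at about 6% in these data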;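 note: 0% = Hyamine 1622 control at 20 µM and 100% = untreated cell control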
GALR2 antag = antagonists of human galanin receptor 2 (GALR2); 0.39% of 140,000 active; AID 828; GALR2-expressing cells, antagonist mode; inhibition, % at 4 µM; O43603; in the data active = inhibition above about 27%;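 note: cells stimulated with galanin 1-16 at roughly its EC80; 0% = agonist challenge control and 100% = basal control without agonist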
Target sequence (O43603 whole entry, looked up): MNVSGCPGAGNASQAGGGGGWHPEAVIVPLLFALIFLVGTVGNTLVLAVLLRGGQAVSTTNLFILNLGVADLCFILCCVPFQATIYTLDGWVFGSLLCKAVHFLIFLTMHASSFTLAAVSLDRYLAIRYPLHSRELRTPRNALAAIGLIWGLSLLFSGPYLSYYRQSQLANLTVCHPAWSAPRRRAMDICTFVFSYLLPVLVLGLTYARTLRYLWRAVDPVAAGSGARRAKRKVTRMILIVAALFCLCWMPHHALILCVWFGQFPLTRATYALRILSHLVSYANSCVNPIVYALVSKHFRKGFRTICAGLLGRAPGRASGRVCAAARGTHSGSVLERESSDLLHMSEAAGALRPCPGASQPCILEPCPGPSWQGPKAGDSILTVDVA
E-sel TNF inh = TNF alpha driven E-selectin expression inhibition | HUVEC TNFa-induced E-selectin immunofluorescence, high content | inhibition, % at 2 µM | 0.71% of 120,000 active | AID 1246;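 active = inhibition above the batch mean plus 3 SD, and confirmed as a hit on visual image review, cut at about 43% in these data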;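 note: 0% = TNF-stimulated DMSO wells and 100% = unstimulated control wells; not every result past the cut was called active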
Phagocytosis inh = blocks phagocytosis by macrophages | J774A.1 macrophage IgG-bead phagocytosis, imaging | inhibition, % at 5 µM | 0.07% of 110,000 active | AID 1029;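 active = inhibition above the mean of the plate negative controls plus 5 SD, cut at about 13% in these data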;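 note: phagocytic index as fraction of beads internalized from green versus red external bead signal; plate controls were DMSO negative control for no effect and cytochalasin-D positive control for full effect; some results beyond the cut were filed as inactive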
Yeast lifespan up = extends the lifespan of yeast. S. cerevisiae growth with nicotinamide, OD615; deaD strain in restrictive glucose medium. inhibition of the nicotinamide effect, % at 10 µM. 0.68% of 130,000 active;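 active = inhibition above a set limit, placed 3 SD over the median of all compounds, cut at about 26% in these data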;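 note: 0% = nicotinamide-treated wells and 100% = cells grown without nicotinamide; some compounds called inactive have numbers as strong as hits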
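Buffer or medium: CSMM-D glucose medium, restrictive; test system: modified budding yeast, DeaD strain; compound: single dose 10 µM compound, 0.25% DMSO; schedule: culture preincubation 4 h, compound exposure 48 h, both 30 °C; detection: optical density (absorbance) at 615 nm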
NPY-Y2 antag = NPY-Y2 (human) receptor antagonism. AID 793. inhibition, % at 2.7 µM. P49146. 0.99% of 140,000 active. NPY-Y2 expressing cells, antagonist mode; in the data active = inhibition above about 17%;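 note: 0% = vehicle with agonist challenge and 100% = reference antagonist with challenge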
Target sequence (P49146 whole entry, looked up): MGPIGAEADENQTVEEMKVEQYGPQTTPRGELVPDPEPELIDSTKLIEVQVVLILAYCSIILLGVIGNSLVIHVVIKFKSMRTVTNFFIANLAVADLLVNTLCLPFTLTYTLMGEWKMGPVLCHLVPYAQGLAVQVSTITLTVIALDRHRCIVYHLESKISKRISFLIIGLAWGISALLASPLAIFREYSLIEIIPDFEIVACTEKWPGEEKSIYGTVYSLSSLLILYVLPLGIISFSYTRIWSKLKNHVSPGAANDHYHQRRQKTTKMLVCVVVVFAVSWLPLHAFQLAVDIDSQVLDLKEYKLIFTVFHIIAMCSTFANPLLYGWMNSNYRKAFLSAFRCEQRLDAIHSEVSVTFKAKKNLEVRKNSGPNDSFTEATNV
Measles CPE = protection of cells from measles virus; Measles virus-infected cells, CPE protection, absorbance; protection (pct of control), % at 4 µM; 1.5% of 140,000 active; in the data active = protection mostly above about 24%, no sharp cut-off; inactive = mostly below about 26%; note: some compounds called inactive have numbers as strong as hits
* = called active by the depositor; . = no result given.

1	CCN(C(=O)COc1cc(=O)n(CC)c2ccccc12)c1cccc(Cl)c1
2	COc1cc(NC(=O)CCC(=O)O)nc(OC)n1
3	Cc1c(C)n(C(=O)CSc2ncn[nH]2)c2ccccc12
4	Cc1ccc(S(=O)(=O)N2CCN(CC(=O)N/N=C\C(Cl)=C\c3ccccc3)CC2)cc1
5	COC(=O)c1cccc(NC(=O)COC(=O)CSc2nc(C)cc(C)n2)c1
6	COc1cccc(-c2nc3ccccc3s2)c1
7	CCOC(=O)c1c(C)[nH]c(C)c1C(=O)CSc1nnc(-c2ccco2)n1Cc1ccccc1
8	COc1ccc(CNC(=O)C2CCCN2S(=O)(=O)c2ccc(S(=O)(=O)N(C)C)cc2)cc1 (centres undefined)
entry no.	1	2	3	4	5	6	7	8
BB579 growth dn	-32	7	-15	-40	-8	-44	-17	-45
MRP-1 activ	-2.4	-0.6	-0.6	-0.1	0.0	-1.7	-2.7	0.0
HCT116 PTEN-null	82	97	99	8	96	73	66	108
HCT116 bCat-KO	81	100	92	28	106	73	74	101
GALR2 antag	6	-3	1	2	-2	3	-9	5
E-sel TNF inh	-5	-15	.	.	-46	6	-4	-11
Phagocytosis inh	5	0	1	-7	1	-1	0	0
Yeast lifespan up	-12	1	-18	-1	-17	-17	-2	-10
NPY-Y2 antag	2	1	2	4	3	5	4	-1
Measles CPE	12	14	6	14	13	15	7	10

9	Nc1n[nH]c2c1C1(CCCCC1)Cc1ccccc1-2
10	CC(=O)n1nc(-c2cccc(C)c2)nc1SCC(=O)Nc1ccccc1
11	COc1ccc(/C=C2\CCCc3c2nc2ccccc2c3C(=O)OCC(=O)c2c(N)n(C)c(=O)n(C)c2=O)cc1
12	COC(=O)CC(NS(=O)(=O)c1cccs1)c1cccc2ccccc12 (centres undefined)
13	COc1ccccc1NC(=O)CCC(=O)O
14	O=C(NCCC1=CCCCC1)C1CCC(CNS(=O)(=O)c2ccccc2)CC1 (centres undefined)
15	Cc1cccc(OCCCC(=O)Nc2ccc(S(N)(=O)=O)cc2)c1C
16	CC1CC(=O)c2cnc(NCc3ccco3)nc2C1 (centres undefined)
entry no.	9	10	11	12	13	14	15	16
BB579 growth dn	-46	-25	-51	-35	-26	-51	-14	-17
MRP-1 activ	-3.2	-3.0	-4.8	-1.4	-0.2	-3.9	0.8	-2.8
HCT116 PTEN-null	89	86	34	89	101	90	107	98
HCT116 bCat-KO	96	100	49	98	77	89	87	92
GALR2 antag	0	4	-2	7	2	-17	1	-16
E-sel TNF inh	1	-39	.	27	-2	11	28	.
Phagocytosis inh	4	-1	.	-1	1	-2	-3	-3
Yeast lifespan up	-7	-13	1	0	-11	5	1	-10
NPY-Y2 antag	3	3	1	0	1	2	-1	-1
Measles CPE	4	18	12	17	71*	5	17	7

An excerpt of these results, as a markdown table.
| no. | mol | BB579 growth dn | MRP-1 activ | HCT116 PTEN-null | HCT116 bCat-KO | GALR2 antag | E-sel TNF inh | Phagocytosis inh | Yeast lifespan up | NPY-Y2 antag | Measles CPE |
| --- | --- | --- | --- | --- | --- | --- | --- | --- | --- | --- | --- |
| 6 | COc1cccc(-c2nc3ccccc3s2)c1 | -44 | -1.7 | 73 | 73 | 3 | 6 | -1 | -17 | 5 | 15 |
| 7 | CCOC(=O)c1c(C)[nH]c(C)c1C(=O)CSc1nnc(-c2ccco2)n1Cc1ccccc1 | -17 | -2.7 | 66 | 74 | -9 | -4 | 0 | -2 | 4 | 7 |
| 8 | COc1ccc(CNC(=O)C2CCCN2S(=O)(=O)c2ccc(S(=O)(=O)N(C)C)cc2)cc1 (centres undefined) | -45 | 0.0 | 108 | 101 | 5 | -11 | 0 | -10 | -1 | 10 |

(list continues)
17	O=C(Cn1[nH]c(=O)c2ccccc2c1=O)Nc1ccc(-c2nnc3n2CCCCC3)cc1
18	CC1(C)CC(=O)N(Cc2ccccc2)C(=O)C1
19	CN(C)CCOc1cccc(Cl)c1
20	COc1ccc(NC(=O)c2cccnc2SC)cc1S(=O)(=O)N1CCCCC1
21	COc1ccc(-n2c(COc3cccc(C)c3)nnc2SCC(=O)NCc2ccco2)cc1
22	CCOC(=O)c1ccc(NC(=O)c2ccccc2N(C)S(=O)(=O)c2ccccc2)cc1
23	CS(=O)(=O)N1CCC(C(=O)N2CCc3ccccc3C2)CC1
24	COC(=O)c1c(C)[nH]c(O)c1C=Nc1ccc(C(C)C)cc1
entry no.	17	18	19	20	21	22	23	24
BB579 growth dn	-14	-15	-54	-21	-60	-25	-19	-66
MRP-1 activ	-2.5	-1.0	-1.6	0.1	-1.9	-1.6	-1.4	0.0
HCT116 PTEN-null	93	90	96	89	107	82	96	87
HCT116 bCat-KO	102	98	95	91	98	85	91	93
GALR2 antag	3	-7	6	-6	-11	5	-16	7
E-sel TNF inh	.	.	0	12	-16	11	14	1
Phagocytosis inh	-1	0	-2	-4	7	-8	0	.
Yeast lifespan up	-12	2	5	-4	-3	15	-7	-21
NPY-Y2 antag	1	4	4	3	0	3	3	0
Measles CPE	5	7	6	7	0	5	13	8

25	CCn1c(SCC(=O)Nc2ccccc2N2CCCCC2)nc2c1c(=O)n(C)c(=O)n2C
26	COC(=O)C1=C(C)N(c2ccc(C(=O)OC)cc2)C(=O)C1
27	CN(C)S(=O)(=O)c1cccc(NC(=O)COC(=O)c2cccc(S(=O)(=O)N3CCc4ccccc4C3)c2)c1
28	O=C(Cn1nnc(-c2ccccc2NC(=O)c2cccs2)n1)Nc1ccccc1
29	c1csc(-c2nnc(N3CCCCCC3)c3ccccc23)c1
30	Cc1ccc(C(=O)OCC(=O)Nc2ccc3c(c2)OCO3)cc1S(=O)(=O)N1CCOCC1
31	c1ccc2c(c1)CCN(CCCNc1nc3ccccc3n3cnnc13)C2
32	COC(=O)c1ccc(CSc2nc3cc(Cl)ccc3o2)cc1
entry no.	25	26	27	28	29	30	31	32
BB579 growth dn	-38	-39	-23	-35	-33	-21	-14	3
MRP-1 activ	-1.7	-2.7	-2.7	-3.7	-2.0	-1.8	-3.5	0.9
HCT116 PTEN-null	56	77	0.2*	52	89	101	82	91
HCT116 bCat-KO	69	83	0.7*	61	90	89	88	87
GALR2 antag	-6	-1	0	-8	10	7	5	-15
E-sel TNF inh	-2	-1	.	-4	-12	-26	.	4
Phagocytosis inh	.	3	-5	-1	-11	.	-1	.
Yeast lifespan up	7	-10	9	-4	-3	-1	-7	-8
NPY-Y2 antag	13	2	-1	1	1	3	7	21*
Measles CPE	6	4	5	13	21	12	6	5

33	Cc1ccc(-n2c(SCC(=O)NCCN3C(=O)CSC3=O)nnc2-c2ccccc2)cc1C
34	CCOC(=O)N1CCN(C(=O)Nc2ccccc2Cl)CC1
35	Cc1ccc(/C=C/C(=O)N2CCC(Cc3ccccc3)CC2)cc1
36	CCc1ccc(CN(C(=O)c2cc3ccccc3oc2=O)C2CCS(=O)(=O)C2)cc1 (centres undefined)
37	CCOC(=O)CC1=C(C#N)C(c2cccnc2)C(C(=O)OCC)=C(N)O1 (centres undefined)
38	CCc1c(C(=O)Nc2cc(C)ccc2OC)[nH]c(C)c1C(C)=O
39	COc1cc(NC(=O)c2cc3c(C)nc4ccccc4c3o2)cc(OC)c1OC
40	CCOc1ccc(N2C(=O)c3cccnc3C2Nc2ccc(F)cc2)cc1 (centres undefined)
entry no.	33	34	35	36	37	38	39	40
BB579 growth dn	-17	-37	-26	-52	-37	-52	-17	-73
MRP-1 activ	-2.9	-0.7	-1.8	-4.0	0.6	-1.9	-2.8	-1.2
HCT116 PTEN-null	90	102	91	88	110	82	62	98
HCT116 bCat-KO	91	102	96	104	90	78	75	94
GALR2 antag	-9	-3	-1	-2	-3	25	10	-10
E-sel TNF inh	24	.	-7	-6	-16	2	.	.
Phagocytosis inh	-10	0	-7	-5	-2	-1	0	0
Yeast lifespan up	-3	-3	-1	-22	-1	-16	-2	2
NPY-Y2 antag	2	2	12	-1	1	0	0	-1
Measles CPE	11	7	1	32	15	7	2	7

41	NS(=O)(=O)c1ccc(Nc2nc(-c3ccc(O)cc3O)cs2)cc1
42	O=C(CSc1nnc(CNc2ccc(F)cc2)n1Cc1ccco1)NC1CC1
43	CCOC(=O)c1nc(C)n(-c2cc(Cl)cc(Cl)c2)n1
44	CC1CCCN(C(=O)Cc2cn(Cc3cccc(Cl)c3)c3ccccc23)C1 (centres undefined)
45	CCOCC(=O)N1CCc2ccccc21
46	COC(=O)c1c(NC(=O)CCc2ccc(C)o2)sc(C)c1C
47	CN(C)Cc1ccc(O)c(CCc2ccccc2)n1
48	CCOC(=O)CSc1c(-c2ccc(Cl)cc2)[nH]c2ccccc12
entry no.	41	42	43	44	45	46	47	48
BB579 growth dn	-21	-49	-28	-13	-59	-40	-27	-8
MRP-1 activ	-4.1	-0.9	0.3	-0.2	-1.6	-3.5	-1.3	-2.4
HCT116 PTEN-null	94	110	98	86	97	71	95	71
HCT116 bCat-KO	97	98	94	84	88	79	91	83
GALR2 antag	-6	-11	-5	-9	9	-13	0	-21
E-sel TNF inh	-23	.	-22	-16	-23	5	-9	.
Phagocytosis inh	0	1	-1	-7	2	3	.	-4
Yeast lifespan up	-6	-12	-6	2	-18	-36	1	-2
NPY-Y2 antag	1	3	1	17*	2	8	2	4
Measles CPE	7	11	23	11	14	2	16	20

Values by screen from the entries so far.
Nos. 28–34 in HCT116 bCat-KO: 61, 90, 89, 88, 87, 91, 102
Nos. 28–34 in Phagocytosis inh: -1, -11, ., -1, ., -10, 0

The list continues.
49	O=C(/C=C/c1ccc(Cl)cc1Cl)n1cccn1
50	CCCN(CCC)CCNC(=O)CS(=O)Cc1nc(-c2ccc(C)cc2)oc1C (centres undefined)
51	Cc1cc(N2CCN(c3cccc(C)c3C)CC2)nc(-c2ccccc2)n1
52	CCCNC(=O)N1CCC(C(=O)c2cccc(F)c2)CC1
53	c1ccc(CSc2ccc(-c3ccc4c(c3)OCO4)nn2)cc1
54	CCC1(C)Cc2c(sc3nnn(CC(=O)Nc4ccc(C)cc4)c(=O)c23)CO1 (centres undefined)
55	COc1ccc(C(c2nnnn2Cc2ccccc2)N2CCN(C(=O)c3ccco3)CC2)cc1 (centres undefined)
56	COc1cc(/C=C(\NC(C)=O)C(=O)NC(C)(C)CC(C)(C)C)ccc1OC(C)=O
57	c1ccc(OCc2nn3c(Cn4cnc5ccccc54)nnc3s2)cc1
58	O=C(COC(=O)c1ccco1)Nc1ccc2c(c1)OCO2
59	COc1ccc(N2C(=O)CCC2(C#N)c2ccc(OC)cc2)cc1 (centres undefined)
entry no.	49	50	51	52	53	54	55	56	57	58	59
BB579 growth dn	-22	-46	67*	-79	2	-28	-23	-10	-51	11	-28
MRP-1 activ	-2.9	-3.3	5.1*	0.3	0.0	9.7*	-1.2	1.3	-0.4	-1.8	-0.6
HCT116 PTEN-null	88	89	82	104	83	86	79	93	87	95	108
HCT116 bCat-KO	100	73	82	102	85	97	84	99	77	99	104
GALR2 antag	3	11	-4	6	-3	11	8	13	-7	13	0
E-sel TNF inh	10	.	-14	-26	0	-32	-6	-6	-18	-58	-25
Phagocytosis inh	.	.	.	11	-3	1	2	-4	-1	0	0
Yeast lifespan up	-8	-2	.	-5	-2	-10	-12	17	-13	-12	-4
NPY-Y2 antag	4	4	14	0	10	5	3	1	2	1	-2
Measles CPE	8	2	23	8	2	25	7	2	20	0	29
